NPC1 prom act: activators of NPC1 promoter; AID 485313; 2.4% of 320,000 active; Potency, µM (doses to about 9.22 µM), for the others: top-dose activation, usual class: activators; Huh7 NPC1 promoter luciferase reporter, 24 h;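 also: potency is read from the fitted curve at half-maximal effect; % of control where 0% means no effect; nearly all actives have a fitted effect of over 60% in size; reporter is driven by a mutant NPC1 promoter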
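Huh7 reporter cells (NPC1 promoter driving luciferase) are dosed with compound for 24 h at 37 °C, 5% CO2; luciferase detection reagent is then added and luminescence measured after 10 min at ambient temperature.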
VP16 counter: inhibits Gal4-VP16 luciferase reporter, ROR gamma counter-screen; Potency, µM (titrated, usually from 53.6 µM), for inactives: top-dose activity, negative = inhibition, usual class: inhibitors; Drosophila S2 Gal4-VP16 UAS-luciferase, luminescence, 20 h; 3.5% of 310,000 active; AID 2546;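 also: Gal4-VP16 expression switched on by copper sulfate through the metallothionein promoter; potency is read from the fitted curve at half-maximal effect; % is scaled to controls: 0 for no effect and ±100 for the full control effect; nearly all actives have a fitted effect of over 50% in size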
PKM2 act: increases activity of human pyruvate kinase M2; purified PKM2, Kinase-Glo ATP luminescence, activation; response scale: 0% is enzyme alone, no compound; P14618; AID 1631; 0.34% of 260,000 active; Potency, µM (top dose mostly 57.5 µM), for the others: at the top dose activation, most hits filed as activators; also: potency is read from the fitted curve at half-maximal effect; % is scaled to controls: 0 for no effect and ±100 for the full control effect; nearly all actives have a fitted effect of over 55% in size
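Purified hPK-M2 (>95% pure) converted ADP (0.1 mM final) to ATP with 0.5 mM PEP in 50 mM imidazole pH7.2, KCl, MgCl2, Tween 20, BSA; 1 h at room temperature. ATP detected by Kinase-Glo luminescence.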
Menin-MLL TR inh: inhibitors of human menin-MLL interaction, mutant MLL peptide; Menin + Texas Red MLL mutant peptide, fluorescence polarization; 0.23% of 270,000 active; Potency, µM (highest dose often 61.6 µM), for the others: top-dose FP activity change, negative = inhibition, hits mostly inhibitors; O00255; active = well fitted inhibition curve with a large enough effect in the polarisation, with a control signal flat, not every such curve was filed as active; inconclusive = small, poorly fitted or top-dose-only effect, or effect the other way, or a change in a side signal; inactive = no such curve, though single readings can be large or run the other way; the % refers to the polarisation; also: potency is read from the fitted curve at half-maximal effect; % of control where 0% means no effect; many of its hits are not listed in these tables
Target sequence (O00255 whole entry, looked up): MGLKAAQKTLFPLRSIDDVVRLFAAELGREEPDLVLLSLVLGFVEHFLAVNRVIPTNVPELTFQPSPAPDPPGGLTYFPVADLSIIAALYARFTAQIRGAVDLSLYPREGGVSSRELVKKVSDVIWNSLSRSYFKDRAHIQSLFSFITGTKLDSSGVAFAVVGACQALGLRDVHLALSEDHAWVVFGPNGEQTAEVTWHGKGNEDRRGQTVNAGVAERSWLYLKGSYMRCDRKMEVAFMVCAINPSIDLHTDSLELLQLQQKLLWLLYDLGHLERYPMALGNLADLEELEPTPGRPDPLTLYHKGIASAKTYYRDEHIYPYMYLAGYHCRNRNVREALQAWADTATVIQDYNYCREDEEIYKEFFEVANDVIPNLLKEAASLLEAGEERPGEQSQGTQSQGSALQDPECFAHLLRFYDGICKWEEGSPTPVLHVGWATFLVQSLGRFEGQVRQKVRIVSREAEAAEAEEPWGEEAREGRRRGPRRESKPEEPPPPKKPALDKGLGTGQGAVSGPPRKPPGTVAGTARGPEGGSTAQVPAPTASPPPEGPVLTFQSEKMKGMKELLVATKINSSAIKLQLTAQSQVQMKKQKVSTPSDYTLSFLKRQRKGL
RORgamma inh: inhibitors of mouse ROR gamma transcriptional activity; P51450; Drosophila S2 Gal4-RORgamma UAS-luciferase reporter, 20 h; Potency, µM (titrated, usually from 53.6 µM), inactives show at the highest dose activity change, negative = inhibition, hits mostly inhibitors; 5.4% of 310,000 active; also: potency is read from the fitted curve at half-maximal effect; % is scaled to controls: 0 for no effect and ±100 for the full control effect; nearly all actives have a fitted effect of over 60% in size
Target sequence (P51450 whole entry, looked up, the tested form may be a part): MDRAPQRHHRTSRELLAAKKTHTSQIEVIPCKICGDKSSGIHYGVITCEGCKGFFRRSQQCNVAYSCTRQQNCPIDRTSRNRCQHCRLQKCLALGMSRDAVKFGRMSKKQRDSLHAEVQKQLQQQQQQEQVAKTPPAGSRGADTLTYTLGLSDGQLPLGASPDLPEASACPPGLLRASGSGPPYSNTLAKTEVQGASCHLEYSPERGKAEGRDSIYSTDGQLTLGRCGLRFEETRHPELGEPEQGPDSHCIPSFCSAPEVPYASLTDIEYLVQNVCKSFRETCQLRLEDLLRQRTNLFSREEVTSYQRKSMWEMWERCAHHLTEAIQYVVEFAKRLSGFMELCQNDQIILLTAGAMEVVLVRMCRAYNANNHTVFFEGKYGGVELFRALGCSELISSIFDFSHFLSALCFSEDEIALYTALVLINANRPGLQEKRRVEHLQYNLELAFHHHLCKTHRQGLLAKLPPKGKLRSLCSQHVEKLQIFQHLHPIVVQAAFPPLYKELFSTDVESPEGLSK
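Compounds are pin-transferred onto Drosophila Schneider cells expressing a copper-inducible Gal4–ROR gamma transactivation domain fusion. After 1 hr, copper sulfate is added to 700 uM final; luciferase is read 20 hr later.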
ELG1 genotoxic: genotoxicity induction in ELG1-luciferase HEK293T cells; HEK293T ELG1-luciferase reporter, luminescence, 16 h; Potency, µM (titrated, usually from 46 µM), for the others: at the top dose activity change, positive = activation, most hits filed as activators; 1.3% of 330,000 active; AID 504466; also: potency is read from the fitted curve at half-maximal effect; % of control where 0% means no effect; nearly all actives have a fitted effect of over 60% in size
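Genotoxicity was scored as increased ELG1-luciferase reporter signal, measured by ONE-Glo luminescence (30 min, room temperature). Compound or vehicle exposure of the HEK293T reporter cells lasted 16 hr at 37°C.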
BRCA1 expr up: increases BRCA1 expression; Potency, µM (highest dose often 46.1 µM), without a hit: at the top dose activation, usual class: activators; AID 624202; 1.1% of 380,000 active; MCF7-BRCA1-FFLuc reporter, luminescence, 48 h; response scale: scaled: vehicle 0%, 10 µM genistein 100%; also: potency is read from the fitted curve at half-maximal effect; nearly all actives have a fitted effect of over 80% in size; some results filed as inactive show a strong effect at the top dose
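Luminescence from a BRCA1-driven firefly luciferase in MCF7 cells was the read-out, taken 15 min after substrate addition following 48 h compound exposure at 37 °C. Data were normalized to a 10 microM genistein control and DMSO vehicle.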
p53 reactivation: mutant p53 re-activation in reporter cells; H1299 p53-A138V BP100-luciferase reporter, luminescence, 24 h; Potency, µM (highest dose often 92.2 µM), for inactives: at the top dose activity change, positive = activation, actives largely listed as activators; 0.063% of 320,000 active; also: potency is read from the fitted curve at half-maximal effect; % of control where 0% means no effect; nearly all actives have a fitted effect of over 45% in size
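p53-null H1299 cells stably carrying temperature-sensitive p53-A138V and a BP100-luciferase reporter were pinned with compounds (4-point, 1:5 series) and held 24 hrs at 37 deg C. Luminescence was read 10 min after detection reagent.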
Giardia kill: kills Giardia lamblia | activity change, % at 7.66 µM, hits read low | 0.15% of 340,000 active | Giardia lamblia trophozoite viability | AID 540267; in the data active = activity change below about -80%; inconclusive = between about -30% and that limit;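 also: parasites exposed to compound for two days anaerobically before the ATP read; % is scaled to controls: 0 for no effect and ±100 for the full control effect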
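Viability, read as ATP luminescence: trophozoites at 100 cells/well, compound added, 48 hrs anaerobic at 37 deg C, then 15-30 min room-temperature development before reading.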
Rab9 promoter act: activates the Rab9 promoter | Huh7 Rab9 promoter-luciferase reporter, luminescence, 24 h | Potency, µM (highest dose often 9.22 µM), without a hit: top-dose activation, negative = inhibition, most hits filed as activators | 2.8% of 320,000 active; also: potency is read from the fitted curve at half-maximal effect; % of control where 0% means no effect; nearly all actives have a fitted effect of over 60% in size
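Luminescence from Amplite-detected luciferase (10 minutes, ambient) reports Rab9 promoter activation. Before that, stable Rab9-luciferase Huh7 cells (1500/well, reduced-serum OP-MEM I plus 10% FBS) were exposed to compound for 24 hours at 37C.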
FLuc counter: firefly luciferase modulation, counter-screen for miR-21 project; Potency, µM (series often up to 57.5 µM), without a hit: at the highest dose activity change, negative = inhibition, actives largely listed as inhibitors; AID 588342; 6.9% of 360,000 active; P08659; purified FLuc, Km substrates, luminescence inhibition;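 also: potency is read from the fitted curve at half-maximal effect; plate controls were vehicle for no effect and reference inhibitor for full effect; nearly all actives have a fitted effect of over 55% in size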
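Biochemical qHTS of compounds, final roughly 60 µM downward over six points, against 10 nM purified firefly luciferase using Km concentrations of substrates (10 uM D-luciferin, 10 uM ATP) in Tris acetate pH 7.5 buffer; luminescence output.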
Active calls of the source: *; u = inconclusive; x = not tested or not shown; ! = repeats disagree; [ ] = another dose, or the depositor's remark. Unless noted, calls follow the shape of the dose curve; as a rule, active = well fitted curve in the direction sought with a large enough effect; inconclusive = small, poorly fitted or top-dose-only effect, or another doubt; inactive = no such curve, though single readings can be large; an effect the other way counts as inactive or inconclusive. These rows are one share of the data (hit frequency here may not be typical).

compound	Rab9 promoter act	NPC1 prom act	PKM2 act	VP16 counter	Menin-MLL TR inh	Giardia kill	FLuc counter	p53 reactivation	RORgamma inh	BRCA1 expr up	ELG1 genotoxic
Cc1ccc(S(=O)(=O)N(C)c2ccc(C(=O)NCC(c3cccs3)N3CCOCC3)cc2)cc1 (stereo not drawn)	12.6%	-5.9%	-0.9%	-6.0%	x	-7.1	4.3%	7.6%	31.9%	-18.6%	0.1%
CCc1ccccc1N(CC(=O)N1CCCCC1)S(=O)(=O)c1ccccc1	2.5%	-4.1%	-5.5%	u	-6.1%	6.0	-0.2%	-2.1%	-21.9%	-57.0%	-2.5%
Cc1cccc(N(CC(=O)N2CCOCC2)S(C)(=O)=O)c1C	2.2%	-4.2%	-5.9%	0.5%	-1.5%	-12.3	10.1%	2.8%	14.0%	11.1%	13.0%
COc1cc2c(cc1OC)C(c1ccsc1)CC(=O)N2 (stereo not drawn)	0.3%	-0.6%	13.0%	2.7%	-5.8%	-12.9	-1.9%[2.3 µM]	1.8%	38.0%	-22.1%	6.9%
CCOC(=O)c1ccc([N+](=O)[O-])cc1NC(C)=O	-11.5%	-3.4%	2.1%	7.2%	3.7%	-13.7	6.2%	-3.2%	0.1%	-2.7%	-1.5%
COc1cccc(C(=O)N2C(C(=O)O)CSC2c2ccccc2Cl)c1 (stereo not drawn)	-4.0%	-1.9%	-15.1%	-10.9%	12.9%	-4.1	1.3%	-2.2%	2.8%	28.6%	-4.1%
Cc1cccc(N2CCN(C(c3ccccc3)c3nnnn3C(C)(C)C)CC2)c1C (stereo not drawn)	0.2%	-5.2%	-6.9%	-0.3%	28.9%	14.2	0.8%	11.9%	-16.3%	-52.5%	4.2%
CCOC(=O)C1CCN(Cc2nc3ccc([N+](=O)[O-])cc3c(=O)n2-c2ccc(OC)cc2OC)CC1	3.9%	-4.7%	-0.5%	27.8%	-2.2%	-4.9	1.8%	6.9%	9.9%	3.2%	-1.0%
COc1ccc(-c2n[nH]c(C)c2-c2cnn(-c3ccccc3)c2)c(O)c1	1.1%	-1.8%	0.2%	u	u	5.2	0.5%	-11.4%	-115.9%	-2.6%	2.4%
COc1ccc2sc(-c3ccc(N(C)C)cc3)c(C#CCO)c2c1	-2.4%	7.5%	x	x	x	-3.2	8.49µM*	u	x	0.0%	0.4%
Cc1c(C#N)c(O)[nH]c(=O)c1N=Nc1ccc(Br)cc1C(=O)O	16.1%	-2.8%	x	u	u	-11.4	-14.4%	0.4%	-29.8%	-4.6%	0.8%
COc1ccc(NC(=S)Nc2cc(C)cc(C)n2)cc1OC	u	25.7%	-4.4%	u	-15.7%	2.7	-6.1%	u	46.2%	26.4%	-3.1%
COC(=O)CN(C(=S)Nc1ccc(F)cc1)C1CC(=O)N(c2ccccc2)C1=O (stereo not drawn)	-0.5%	-0.5%	1.3%	0.6%	16.9%	-3.0	-0.4%	-3.8%	11.2%	-4.9%	-1.9%
CSc1nc(Cl)c(Cc2ccc(OCC(C)C)cc2)c(N2CCOCC2)n1	-3.0%	-4.9%	0.6%	-9.1%	u	4.2	-0.1%	-3.1%	155.6%	-59.9%	8.7%
CCC(=O)N(CCC1(c2ccccc2OC)CCOC(C(C)C)C1)Cc1ccco1 (stereo not drawn)	-0.9%	2.4%	0.3%	-6.6%	x	5.8	-1.2%	-3.2%	u	-28.8%	-8.7%
O=C(O)CCC(=O)Nc1nc2nc(-c3ccccc3)cc(-c3ccccc3)n2n1	0.8%	0.4%	-5.3%	-0.4%	u	-2.8	-9.6%	-1.3%	0.3%	2.7%	2.9%
COc1ccccc1/C=N/NC(=O)c1ccc(=O)n(C)c1	-2.1%	0.5%	1.8%	7.6%	u	7.1	1.2%	3.7%	-26.2%	7.6%	-1.5%
COc1ccc(S(=O)(=O)N2CCN(C(=O)CN3C(=O)NC(C)(C)C3=O)CC2)cc1	-3.4%	-3.0%	x	x	x	2.7	-1.8%	2.3%	x	-15.8%	0.9%
COc1ccc(/C=C/C(=O)NCCC(=O)N2CCCN(C)CC2)cc1	0.8%	-0.5%	-6.2%	2.6%	-9.2%	-13.0	3.3%	-0.1%	15.8%	2.4%	1.4%
CCCCN1CC(COc2ccccc2)OC1=O (stereo not drawn)	-0.9%	1.4%	14.0%	-9.7%	7.7%	-11.4	-5.5%	u	10.9%	7.8%	-1.4%
CCCSc1nnc(Cn2c(=O)sc3ccccc32)n1-c1ccccc1	3.1%	1.0%	-0.4%	4.6%	-21.1%[11.7 µM]	28.3	-2.9%	4.1%	20.0%	8.1%	-6.8%
COc1ccc(CN2CC(=O)N(c3ccc(C)cc3C)C2=S)cc1OC	-3.7%	-3.2%	-3.5%	-0.5%	1.5%	-0.3	-4.0%	-2.4%	24.4%	-27.4%	-4.2%
CC(C)(C)c1csc(N/N=C/c2ccc(O)cc2)n1	u	29.3%	6.1%[11.5 µM]	1µM*	u	-25.1	21.3µM*	-18.9%	0.562µM*	0.0%	u
CC(NS(=O)(=O)c1ccc(Cl)cc1)C(=O)OCC(=O)Nc1ccc(N(C)C)cc1 (stereo not drawn)	0.9%	0.5%	x	x	x	-22.1	1.5%	-0.4%	x	-20.6%	0.1%
C=CCN1CCN(C(=O)c2ccc3c(c2)OCO3)CC1	0.1%	0.0%	-5.4%	-1.0%	x	-7.6	0.9%	-10.5%	5.9%	-5.7%	4.2%
N#Cc1ccc(C(=O)CN2CCN(c3ccccc3)CC2)cc1	-1.3%	-3.4%	x	8.4%	x	-0.1	-0.6%	0.7%	-0.9%	-11.9%	-1.3%
COc1ccc(CCNC(=O)CSc2cc(=O)[nH]c(N)n2)cc1OC	-0.9%	-4.9%	-1.4%	2.7%	-1.7%	-1.7	0.1%	-11.7%	-12.9%	0.7%	-0.5%
Cc1nnc(SCC(=O)NNC(=O)COc2ccc(Cl)cc2)s1	-1.8%	2.3%	1.1%	4.0%	-2.3%	14.4	-10.7%	3.7%	-0.6%	0.3%	1.1%
CC(C)Sc1snnc1-c1ccccc1	11.3%	-1.1%	-0.2%	-0.7%	-2.7%	22.5	-5.1%	-2.3%	-31.8%	-3.2%	-2.2%
CC(=O)Nc1nc(C2CC2)cc(-c2ccccc2)c1C#N	-0.4%	-2.5%	8.9%	-1.3%	2.8%	0.6	2.5%	1.8%	-21.5%	0.0%	-0.1%
O=C(COc1ccccc1)Nc1nnc(S(=O)(=O)Nc2ccccc2)s1	-0.5%	-7.5%	-2.7%	-5.3%	22.4%	-20.5	1.51µM*!	x	5.7%	-3.7%	4.2%
O=C(CSc1ccc(-c2ccccn2)nn1)Nc1cccc(F)c1	13.6%	7.1%	11.3%	-11.4%	x	5.2	13.5µM*	u	-19.6%	-56.8%	u
CCc1ccc(N2C(=O)CN(Cc3ccccc3)C2=S)cc1	-1.5%	-5.8%	x	-8.5%	u	u	u	1.8%	-10.9%	13.1%	3.9%
Cc1cccc(C)c1NC(=O)NC1(C(=O)NCC2CCCO2)CCCCC1 (stereo not drawn)	-2.8%	0.4%	-2.6%	2.1%	4.7%	24.2	2.3%	11.9%	-9.9%	-1.7%	1.6%
S=C(Nc1ccccc1)Nc1ccccc1Br	1.3%	-0.1%	5.7%	29.7%	x	-8.1	-12.7%	2.6%	u	34.6%	0.0%
Cc1c(C(=O)OCC(=O)Nc2ccc(S(N)(=O)=O)cc2)oc2c1ccc1ccccc12	-1.6%	-4.2%	6.8%	u	x	13.4	-5.4%	-4.6%	35.3%	-19.8%	u
COc1cccc(NC(=S)NNC(=O)CCn2cc([N+](=O)[O-])cn2)c1	-11.9%	-10.6%	-0.5%	-6.0%	10.6%	u	-0.3%	1.0%	u	0.0%	0.0%
CCc1nc2sc3c(c2c(=O)o1)CCCC3	1.3%	-0.4%	0.2%	10.9%	u	-5.7	u	-1.8%	18.7%	-10.2%	u
COc1ccccc1NC(=O)CCC(=O)Nc1ccccc1OC	-2.4%	0.3%	-9.1%	0.4%	9.2%	-20.2	-2.4%	-1.2%	6.3%	1.4%	-0.7%
O=C(NC1CC2CCCC(C1)N2C(=S)Nc1ccccc1Cl)C1CC1 (stereo not drawn)	1.4%	-0.4%	x	-5.4%	x	10.7	-0.7%	3.4%	-26.4%	-7.3%	0.3%
CCc1cccc(C)c1NC(=O)C1CCCN(S(C)(=O)=O)C1 (stereo not drawn)	-1.4%	-2.6%	0.0%	-5.1%	4.3%	5.8	1.1%	7.1%	-12.9%	5.2%	5.1%
